Bioassay records: PubChem, several laboratories
HTR5A ag: activates human HTR5A in OPRM1-OPRD1 agonist counter-screen | P47898 | HTR5A agonist assay, luminescence, cell-based | activation, % at 9.3 µM | 340,000 tested, 0.61% active; in the data active means activation mostly above about 9.5%, no sharp cut-off; inactive means mostly below about 7.6%;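 further: 0% = cells with vehicle only and 100% = reference agonist; strong numbers were not always called active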
Target sequence (P47898 whole entry, looked up): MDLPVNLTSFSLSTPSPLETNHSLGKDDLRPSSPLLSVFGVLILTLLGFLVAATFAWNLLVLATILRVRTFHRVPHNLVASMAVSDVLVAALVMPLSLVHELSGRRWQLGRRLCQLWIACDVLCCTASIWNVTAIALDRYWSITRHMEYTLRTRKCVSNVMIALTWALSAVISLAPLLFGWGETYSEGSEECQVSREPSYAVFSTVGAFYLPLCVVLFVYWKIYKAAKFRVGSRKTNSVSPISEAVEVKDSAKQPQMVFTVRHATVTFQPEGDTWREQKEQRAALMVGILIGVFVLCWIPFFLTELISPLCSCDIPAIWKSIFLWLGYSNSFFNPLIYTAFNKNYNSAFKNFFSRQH
HTR5A inv ag: inverse agonist of human HTR5A in OPRM1-OPRD1 counter-screen. P47898. HTR5A cell line, luminescence, inverse agonism. inhibition, % at 9.3 µM. 340,000 tested, 0.083% active. AID 504634; in the data active means inhibition mostly above about 23%, no sharp cut-off; inactive means mostly below about 18%;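 further: 0% = cells with DMSO and 100% = no-cell wells with DMSO; some compounds called inactive have numbers as strong as hits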
SUMO Mot1 rescue: inhibitors of SUMOylation pathway: yeast Mot1-301 growth rescue | S. cerevisiae Mot1-301 growth rescue, ATP luminescence, 38.5C; percent above DMSO median, 100 means doubled | growth rescue, % at 18.8 µM | 320,000 tested, 1% active | AID 2716;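 active means every valid replicate shows activation above 250% relative to neutral control wells; inactive means the rest, any valid replicate at or below 250%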;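 further: OY570 slx delta 5 strain wells were the positive control but not used for scaling; some compounds called inactive have numbers as strong as hits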
MOR-DOR inv ag: inverse agonist of human OPRM1-OPRD1 heterodimerization. P35372+P41143. cell-based MOR-DOR heterodimer luminescence, inverse agonism. inhibition, % at 9.3 µM. 340,000 tested, 0.21% active. AID 504357; in the data active means inhibition above about 22%, passing the limit was not always enough;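 further: 0% = cells with DMSO and 100% = wells without cells with DMSO; values of inactives mirror those of a sister screen read the other way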
PfHsp90 yeast 2: growth inhibition of yeast expressing Plasmodium Hsp90 | AID 504621 | S. cerevisiae expressing PfHsp90, BacTiter-Glo ATP, 48 h; yeast lacking PDR1 and PDR3 efflux regulators | inhibition, % at 9.4 µM | 310,000 tested, 0.32% active;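 active means every replicate shows inhibition above about 80%, whatever the replicate mean, limit read from the data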;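 further: 0% = DMSO neutral controls and 100% = 20 µM radicicol positive controls; yeast relying on Plasmodium falciparum Hsp90 in place of its own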
PKA-R1A activ: PKA-R1A complex activation. P00514+P68181. AID 504707. activation, % at 11.4 µM. PKA-R1A dissociation, Cy5-IP20 fluorescence polarization; scaled: DMSO 0%, 113 µM cGMP 100%. 340,000 tested, 0.083% active;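 active means percent activation above the mean of all tested compounds plus 3 SD, cut at about 19% in these data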;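 further: higher means more PKAc released from R1A so a rise in polarization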
DSG3 Ab inh: human desmoglein-3 autoantibody binding inhibition; AID 588358; DSG3-coupled beads, scFv-anti-DSG3-GFP binding, flow cytometry; hits give low values; 310,000 tested, 0.48% active; P32926; binding (percent of control), % at 10 µM;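 active means binding more than 3 SD below its plate's average and above zero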;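 further: hits lower antibody fragment binding to DSG3; some compounds called inactive have numbers as strong as hits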
AddAB inh: less growth of phage-infected E. coli with AddAB. AID 435030. E. coli expressing H. pylori AddAB, absorbance growth. inhibition, % at 11.9 µM. 330,000 tested, 0.29% active; in the data active means inhibition above about 12%;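 further: 0% = vehicle wells of infected cells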
OPRM1-OPRD1 ag: agonists of human mu-delta opioid receptor heterodimerization | AID 504326 | P35372+P41143 | activation, % at 9.3 µM | cells, OPRM1-OPRD1 heterodimerization, luminescence | 340,000 tested, 0.3% active; in the data active means activation above about 18%;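 further: 0% = vehicle-treated cells and 100% = reference agonist; values of inactives mirror those of a sister screen read the other way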
Ecoli viability: counter-screen for AddAB inhibitors: E. coli growth inhibition. inhibition, % at 11.9 µM. 330,000 tested, 0.27% active. E. coli V3065 growth, OD600 absorbance, 18 h. AID 449728;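 active means inhibition above the campaign's mean inhibition across all tested compounds plus 3 SD, cut at about 9.9% in these data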;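 further: uninfected addAB+ strain grown without phage in ampicillin broth; 0% = DMSO wells and 100% = ciprofloxacin 0.95 µg/ml wells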
phage Ecoli inh: E. coli growth loss with phage present | growth absorbance | inhibition, % at 11.9 µM | 360,000 tested, 0.26% active; in the data active means inhibition above about 11%
An asterisk follows results filed as active; . = no result given.

SMILES	HTR5A ag	HTR5A inv ag	SUMO Mot1 rescue	MOR-DOR inv ag	PfHsp90 yeast 2	PKA-R1A activ	DSG3 Ab inh	AddAB inh	OPRM1-OPRD1 ag	Ecoli viability	phage Ecoli inh
Cc1ccc2nc(SCC(=O)NC3CCCC3)nc(=O)n2c1	-6	17	2	5	.	-3	102	2.4	-0.8	-0.7	0.8
O=C(COc1ccccc1)Nc1nnc(S(=O)(=O)Nc2ccccc2)s1	7	-21	-10	0	-18	6	101	-0.4	0.0	0.9	3.7
CCc1ccc(N2C(=O)CN(Cc3ccccc3)C2=S)cc1	2	-9	-4	-6	5	6	104	1.0	1.4	-2.5	3.1
Cc1cccc(C)c1NC(=O)NC1(C(=O)NCC2CCCO2)CCCCC1 (centres undefined)	2	-5	100	-24	11	-1	.	2.8	3.2	-1.3	5.0
O=C(CSc1ccc(-c2ccccn2)nn1)Nc1cccc(F)c1	4	-4	-24	18	-52	2	105	10	-3.3	11*	12*
Cc1c(C(=O)OCC(=O)Nc2ccc(S(N)(=O)=O)cc2)oc2c1ccc1ccccc12	12*	-21	500*	-48	.	4	103	-1.1	10.0	-2.4	-0.8
COc1cccc(NC(=S)NNC(=O)CCn2cc([N+](=O)[O-])cn2)c1	.	.	11	.	1	.	102	3.6	.	1.7	3.2
S=C(Nc1ccccc1)Nc1ccccc1Br	0	0	242	10	13	-9	86	1.0	-1.9	-0.6	2.0
CCc1nc2sc3c(c2c(=O)o1)CCCC3	5	-12	3	11	-4	4	101	0.7	-2.3	1.4	0.5
COc1ccccc1NC(=O)CCC(=O)Nc1ccccc1OC	4	14	10	10	-6	1	103	2.6	-1.7	0.9	1.7
CCOC(=O)CCCCCC(=O)Nc1ccc2c(c1)CC(=O)N([C@@H](C)CO)C[C@H](C)[C@@H](CN(C)Cc1ccccc1)O2	3	-8	-3	12	-8	-2	100	2.1	-2.0	1.7	1.4
CCc1cccc(C)c1NC(=O)C1CCCN(S(C)(=O)=O)C1 (centres undefined)	-1	3	13	17	5	4	126	2.2	-3.5	-3.0	-0.6
O=C(NC1CC2CCCC(C1)N2C(=S)Nc1ccccc1Cl)C1CC1 (centres undefined)	5	-16	4	-5	15	3	87	1.3	0.6	0.3	0.9
COc1ccc(/C=C/C(=O)NCC(=O)N/N=C/c2cc(Br)ccc2OC)cc1	7	-25	241	-1	16	3	123	2.9	0.2	-1.5	-0.7
COc1ccc(CN2CC(=O)N(c3ccc(C)cc3C)C2=S)cc1OC	4	31	-10	-4	-12	-10	109	1.4	0.9	-0.8	-3.2

3 entries drawn at random from those above, as already listed:
SMILES	HTR5A ag	HTR5A inv ag	SUMO Mot1 rescue	MOR-DOR inv ag	PfHsp90 yeast 2	PKA-R1A activ	DSG3 Ab inh	AddAB inh	OPRM1-OPRD1 ag	Ecoli viability	phage Ecoli inh
COc1cccc(NC(=S)NNC(=O)CCn2cc([N+](=O)[O-])cn2)c1	.	.	11	.	1	.	102	3.6	.	1.7	3.2
S=C(Nc1ccccc1)Nc1ccccc1Br	0	0	242	10	13	-9	86	1.0	-1.9	-0.6	2.0
Cc1cccc(C)c1NC(=O)NC1(C(=O)NCC2CCCO2)CCCCC1 (centres undefined)	2	-5	100	-24	11	-1	.	2.8	3.2	-1.3	5.0

(continued)
SMILES	HTR5A ag	HTR5A inv ag	SUMO Mot1 rescue	MOR-DOR inv ag	PfHsp90 yeast 2	PKA-R1A activ	DSG3 Ab inh	AddAB inh	OPRM1-OPRD1 ag	Ecoli viability	phage Ecoli inh
CC(C)(C)c1csc(N/N=C/c2ccc(O)cc2)n1	-1	4	108	-84	-15	-12	90	-2.2	18*	0.8	0.2
CC(NS(=O)(=O)c1ccc(Cl)cc1)C(=O)OCC(=O)Nc1ccc(N(C)C)cc1 (centres undefined)	0	6	.	7	13	-1	107	.	-1.0	.	2.9
N#Cc1ccc(C(=O)CN2CCN(c3ccccc3)CC2)cc1	6	-16	2	12	13	5	98	0.8	-2.2	1.3	3.9
C=CCN1CCN(C(=O)c2ccc3c(c2)OCO3)CC1	1	4	6	12	9	-6	.	-4.7	-2.3	1.1	-1.0
CC(=O)Nc1nc(C2CC2)cc(-c2ccccc2)c1C#N	-1	2	146	18	-118	0	100	2.4	-3.5	-1.3	2.8
CC(C)Sc1snnc1-c1ccccc1	4	-10	16	-4	-2	-1	98	2.0	0.7	-0.6	3.6
Cc1nnc(SCC(=O)NNC(=O)COc2ccc(Cl)cc2)s1	1	-1	-21	4	15	-10	90	-1.2	-0.8	-0.6	-0.3
COc1ccc(CCNC(=O)CSc2cc(=O)[nH]c(N)n2)cc1OC	-2	5	84	2	4	2	99	2.4	-0.4	1.2	-0.7
CC(C)c1nc2oc3c(NCc4ccccn4)ncnc3c2c2c1COC(C)(C)C2	3	-9	-7	10	-5	-17	101	0.4	-2.0	0.8	1.4
CCOC(=O)C1CCN(Cc2nc3ccc([N+](=O)[O-])cc3c(=O)n2-c2ccc(OC)cc2OC)CC1	-2	19	-4	-28	-10	0	103	-1.3	5.5	-4.2	0.5
COc1cccc(C(=O)N2C(C(=O)O)CSC2c2ccccc2Cl)c1 (centres undefined)	0	1	-12	8	-27	-7	103	2.8	-1.3	3.0	3.4
Cc1cccc(N2CCN(C(c3ccccc3)c3nnnn3C(C)(C)C)CC2)c1C (centres undefined)	-3	3	569	5	-17	-7	99	2.7	-0.8	0.2	-1.9
COc1ccc(-c2n[nH]c(C)c2-c2cnn(-c3ccccc3)c2)c(O)c1	-2	6	-7	-28	23	4	98	1.2	5.5	-1.7	2.9
Cc1c(C#N)c(O)[nH]c(=O)c1N=Nc1ccc(Br)cc1C(=O)O	0	1	17	12	-13	-8	96	2.2	-2.5	1.0	0.2
COc1ccc2sc(-c3ccc(N(C)C)cc3)c(C#CCO)c2c1	9	-24	-12	-20	15	0	102	1.8	3.4	-0.4	1.8
CSc1nc(Cl)c(Cc2ccc(OCC(C)C)cc2)c(N2CCOCC2)n1	-2	4	-12	-13	-5	4	96	-0.5	2.5	-1.6	1.7
COC(=O)CN(C(=S)Nc1ccc(F)cc1)C1CC(=O)N(c2ccccc2)C1=O (centres undefined)	-4	12	653*	13	8	-4	101	2.0	-2.6	-1.2	5.2
COc1ccc(NC(=S)Nc2cc(C)cc(C)n2)cc1OC	-1	4	32	10	-26	-10	113	-1.5	-1.8	-0.1	2.1
CCC(=O)N(CCC1(c2ccccc2OC)CCOC(C(C)C)C1)Cc1ccco1 (centres undefined)	6	-15	-7	-40	-24	-1	.	0.8	8.0	1.0	-1.6
O=C(O)CCC(=O)Nc1nc2nc(-c3ccccc3)cc(-c3ccccc3)n2n1	0	-20	138	8	-10	-12	102	1.6	-1.4	-0.2	1.6
CCN(CC)C(=O)[C@H]1CC(CC(=O)NCCN2CCOCC2)C(=O)N2CCc3c([nH]c4ccccc34)[C@]12C (some centres undefined)	0	0	1	9	-1	-1	97	2.4	-2.0	-3.4	1.5
O=C(c1ccco1)N1CCN(C(c2coc3ccc(Cl)cc3c2=O)c2nnnn2C2CCCC2)CC1 (centres undefined)	-2	-26	-15	8	6	-8	101	1.8	-1.4	-2.8	3.0
CCCCN1CC(COc2ccccc2)OC1=O (centres undefined)	3	0	4	3	-5	-2	104	-2.9	-0.5	-0.8	2.8
COc1ccc(/C=C/C(=O)NCCC(=O)N2CCCN(C)CC2)cc1	-1	-1	16	-5	.	-11	113	1.0	0.9	0.8	2.7
COc1ccc(S(=O)(=O)N2CCN(C(=O)CN3C(=O)NC(C)(C)C3=O)CC2)cc1	-4	11	-10	10	0	-7	.	0.3	-2.5	0.9	0.6
Cn1ccnc1SCC(=O)Nc1ccc(SC(F)F)cc1	-2	5	17	3	-25	-11	.	1.9	-0.8	1.7	8.6
COc1ccccc1/C=N/NC(=O)c1ccc(=O)n(C)c1	1	3	7	5	-9	-4	96	2.6	-0.9	1.3	3.5
CCCSc1nnc(Cn2c(=O)sc3ccccc32)n1-c1ccccc1	-5	13	-9	17	.	2	108	7.6	-3.2	0.0	1.5
Cc1cc(/N=C/C=C2\N(C)c3ccccc3C2(C)C)n(CCC#N)n1	-4	-9	12	8	8	1	85	2.1	-1.5	-1.1	1.9
O=C(COc1ccc(S(=O)(=O)N2CCCC2)cc1Cl)N1CCN(c2ccccc2)CC1	4	10	24	11	-2	5	121	-1.1	-1.8	-1.9	1.4
CC(=O)c1ccc(N2CCN(S(=O)(=O)c3ccc4c(c3)CC(=O)N4)CC2)cc1	3	-23	4	-10	12	0	94	-1.6	1.7	-2.2	1.8
CC1CCCN(CCCNC(=O)CN2C(=O)CSc3ccc(S(=O)(=O)N4CCOCC4)cc32)C1 (centres undefined)	1	2	2	21	-6	-4	101	3.0	-4.2	-1.4	2.4
C=CCNC(=O)c1onc(CSc2cccc(OCC)c2)c1C(=O)O	2	-6	6	6	13	-9	91	0.5	-1.1	0.5	2.1
CSc1nc(N)nc(SCC(=O)Nc2ccc(Cl)cc2)c1C#N	7	-46	43	-22	12	-2	103	5.8	4.2	4.4	6.8
Cc1ccc(S(=O)(=O)N(C)c2ccc(C(=O)NCC(c3cccs3)N3CCOCC3)cc2)cc1 (centres undefined)	1	-5	4	12	-9	-1	108	-0.9	-2.0	1.4	2.6
O=C1NCCc2c1[nH]c1ccc([N+](=O)[O-])cc21	-3	9	428	1	-18	19*	96	0.6	-0.3	0.3	3.0
NC(=O)CC1Nc2cccc3cccc(c23)NC1=O (centres undefined)	-2	7	-6	-24	2	-10	104	4.0	4.3	0.5	1.2
Cc1cccc(N(CC(=O)N2CCOCC2)S(C)(=O)=O)c1C	0	0	5	5	38	-3	.	1.1	-1.0	-2.0	4.7
COc1cc2c(cc1OC)C(c1ccsc1)CC(=O)N2 (centres undefined)	-3	11	739	-3	-11	9	102	1.8	0.6	-1.0	-0.6
CCc1ccccc1N(CC(=O)N1CCCCC1)S(=O)(=O)c1ccccc1	-5	9	75	14	8	-10	116	2.0	-2.3	-1.6	4.4
CCOC(=O)c1ccc([N+](=O)[O-])cc1NC(C)=O	-3	7	-11	-4	15	-10	98	-0.2	0.8	0.2	6.4
CCNC(=O)C1CC(=O)N(Cc2ccc(F)cc2)C(=Nc2ccc(OC)cc2)S1 (centres undefined)	-2	5	-8	3	.	0	96	2.6	-0.5	0.8	1.9
COc1ccc(-c2nnc(SCc3nnc(-c4ccccc4)o3)n2C)cc1OC	0	0	-10	7	16	2	106	2.8	-1.3	-1.3	0.6
COC(C[C@@H](O)CC(=O)[C@@H](C)OCc1ccccc1)OC	3	-15	.	10	.	6	96	.	-1.9	.	1.2
O=C1CSc2ccccc2N1Cc1ccc(F)cc1	4	-4	5	-14	-2	15	104	-0.3	2.5	-0.2	2.1
c1ccc(CCn2nnnc2C(c2cccnc2)N2CCOCC2)cc1 (centres undefined)	-2	-32	4	7	-4	-6	.	-1.2	-1.6	-0.3	2.1
CCCN(CCC)C(=O)COc1cc(=O)n(CC)c2ccccc12	3	-7	-6	0	-15	-3	104	3.3	-0.1	1.5	3.3
CSc1cc(-c2ccc(Cl)cc2)c(C(=O)NC(C)C)s1	5	-16	3	-32	-17	15	104	2.9	7.6	1.1	2.1
